# HT1080-NT tox: qHTS for induction of synthetic lethality in tumor cells producing 2HG: qHTS for the HT-1080-NT fibrosarcoma cell line | actives 1.6% (n = 360,000) | HT-1080-NT fibrosarcoma viability, CellTiter-Glo ATP luminescence, 48 h | Potency, µM (titrated, usually from 46.1 µM), inactives show at the highest dose activity, negative = less viability, most hits filed as cytotoxic;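 note: NT is the 2HG producing partner of a matched IDH1 knockdown line; potency is the fitted concentration of half-maximal effect; 0% = DMSO-treated cells and -100% = media-only wells without cells; nearly all actives have a fitted effect of over 55% in size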
#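 Toxicity toward the 2HG-producing NT line was scored as %Activity, normalised to DMSO and no-cell wells, from CellTiter-Glo luminescence after 48 hours' treatment.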
# SW480 rerep: A quantitative high throughput screen for small molecules that induce DNA re-replication in SW480 colon adenocarcinoma cells; SW480 DNA re-replication, Hoechst DNA content imaging, 48 h; Potency, µM (titrated, usually from 46.1 µM), without a hit: at the top dose re-replication activation, actives largely listed as activators; actives 1.8% (n = 340,000); note: potency is the fitted concentration of half-maximal effect; % of control where 0% means no effect; nearly all actives have a fitted effect of over 55% in size
#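 Treated cells incubate 48 hr (37 C, 5% CO2), are stained 40 min with Hoechst, and nuclear fluorescence is enumerated; a rise in nuclei with high DNA signal marks re-replication.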
# KB-3-1 tox: qHTS assay for MDR1-selective chemotherapeutics: Primary screen using the parental adenocarcinoma cell KB-3-1; KB-3-1 viability, CellTiter-Glo ATP luminescence, 72 h; Potency, µM (top dose mostly 46.1 µM), for inactives: top-dose activity change, negative = cytotoxic, most hits filed as cytotoxic; actives 1.4% (n = 400,000); note: potency is the fitted concentration of half-maximal effect; % is set by controls: 0 for no effect and ±100 for the full control effect; nearly all actives have a fitted effect of over 60% in size
#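 Using CellTiter-Glo luminescence, growth of non-resistant KB-3-1 adenocarcinoma cells is assessed 72 h after pin-tool compound addition at 37 °C. Normalized responses across the concentration series yield fitted curves.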
# HT1080 IDH1KD tx: qHTS for induction of synthetic lethality in tumor cells producing 2HG: qHTS for the HT-1080-IDH1KD cell line; HT-1080 IDH1 knockdown viability, ATP luminescence, 48 h; actives 2% (n = 360,000); Potency, µM (titrated, usually from 46.1 µM), without a hit: top-dose activity, negative = toxicity, actives largely listed as cytotoxic;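 note: potency is the fitted concentration of half-maximal effect; 0% = DMSO wells and -100% = cell-free medium wells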
#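 IDH1KD HT-1080 cells, 750/well, RPMI + 5% FBS; compound pinned after 2 h settling; 48 h, 37 °C; CellTiter-Glo luminescence; % activity normalised to DMSO and no-cell wells; curves fitted, classed by r2 and efficacy.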
# IL1B secr inh: qHTS for Inhibitors of Inflammasome Signaling: IL-1-beta AlphaLISA Primary Screen | AID 743279, 2014 | THP-1 LPS/ATP IL-1B secretion, AlphaLISA, 16 h; stronger effect = lower value | activity change, % at 57.5 µM | actives 4.7% (n = 360,000); in the data active = activity change below about -50%; inconclusive = mostly about -30% to -49%; note: % is set by controls: 0 for no effect and ±100 for the full control effect
#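 Secreted IL-1B measured by AlphaLISA bead assay after 16 h compound exposure of THP-1 cells; compounds (final up to 57.5 uM) added 1 h before LPS (250 ng/mL) and ATP (1.25 mM) stimulation; lower signal means less secretion.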
# ATXN2 expr inh: Primary qHTS for Inhibitors of ATXN expression | actives 0.72% (n = 360,000) | HEK-293 ATXN2-luciferase reporter, luminescence, 24 h | Potency, µM (doses to about 57 µM), for inactives: at the top dose activity change, negative = inhibition, usual class: inhibitors; note: potency is the fitted concentration of half-maximal effect; % is set by controls: 0 for no effect and ±100 for the full control effect; nearly all actives have a fitted effect of over 55% in size
#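 qHTS (up to 57 uM final) was run with 24 h compound exposure of reporter cells at 37 °C. Each well was multiplexed: SteadyGlo luminescence measured ATXN2-luciferase expression after a fluorogenic Gly-Phe-AFC viability readout (25 uM final).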
# KB-V1 cytotox: qHTS assay for MDR1-selective chemotherapeutics: Primary screen using the drug-selected MDR subline cells KB-V1; KB-V1 MDR cells viability, CellTiter-Glo, 72 h; Potency, µM (titrated, usually from 46.1 µM), without a hit: at the top dose activity change, negative = cytotoxicity, hits mostly cytotoxic; actives 3.4% (n = 400,000); AID 1347076, 2019; note: potency is the fitted concentration of half-maximal effect; % is set by controls: 0 for no effect and ±100 for the full control effect; nearly all actives have a fitted effect of over 60% in size
#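 KB-V1, DMEM (no phenol red) + 10% FBS; cpd pin-transferred, titration series; 72 h, 37 degrees C; CellTiter-Glo, luminescence. Data normalized, curve-fit.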
# MCF10A rereplic: A quantitative high throughput screen for small molecules that induce DNA re-replication in MCF 10a normal breast cells | actives 2.9% (n = 350,000) | Potency, µM (series often up to 46.1 µM), for inactives: top-dose activity, positive = re-replication, hits mostly activators | MCF 10A DNA re-replication, Hoechst nuclear intensity, 48 h; note: potency is the fitted concentration of half-maximal effect; % of control where 0% means no effect; nearly all actives have a fitted effect of over 50% in size
# WRN helicase inh: qHTS for Inhibitors of WRN Helicase | Bifunctional 3'-5' exonuclease/ATP-dependent helicase WRN (Homo sapiens), Q14191 | WRN helicase unwinding, fluorescent forked duplex, kinetic | Potency, µM (top dose mostly 114 µM), for the others: at the highest dose activity change, negative = inhibition, actives largely listed as inhibitors | actives 0.46% (n = 360,000); note: potency is the fitted concentration of half-maximal effect; % is set by controls: 0 for no effect and ±100 for the full control effect; nearly all actives have a fitted effect of over 55% in size
# Target sequence (Q14191 whole entry, looked up): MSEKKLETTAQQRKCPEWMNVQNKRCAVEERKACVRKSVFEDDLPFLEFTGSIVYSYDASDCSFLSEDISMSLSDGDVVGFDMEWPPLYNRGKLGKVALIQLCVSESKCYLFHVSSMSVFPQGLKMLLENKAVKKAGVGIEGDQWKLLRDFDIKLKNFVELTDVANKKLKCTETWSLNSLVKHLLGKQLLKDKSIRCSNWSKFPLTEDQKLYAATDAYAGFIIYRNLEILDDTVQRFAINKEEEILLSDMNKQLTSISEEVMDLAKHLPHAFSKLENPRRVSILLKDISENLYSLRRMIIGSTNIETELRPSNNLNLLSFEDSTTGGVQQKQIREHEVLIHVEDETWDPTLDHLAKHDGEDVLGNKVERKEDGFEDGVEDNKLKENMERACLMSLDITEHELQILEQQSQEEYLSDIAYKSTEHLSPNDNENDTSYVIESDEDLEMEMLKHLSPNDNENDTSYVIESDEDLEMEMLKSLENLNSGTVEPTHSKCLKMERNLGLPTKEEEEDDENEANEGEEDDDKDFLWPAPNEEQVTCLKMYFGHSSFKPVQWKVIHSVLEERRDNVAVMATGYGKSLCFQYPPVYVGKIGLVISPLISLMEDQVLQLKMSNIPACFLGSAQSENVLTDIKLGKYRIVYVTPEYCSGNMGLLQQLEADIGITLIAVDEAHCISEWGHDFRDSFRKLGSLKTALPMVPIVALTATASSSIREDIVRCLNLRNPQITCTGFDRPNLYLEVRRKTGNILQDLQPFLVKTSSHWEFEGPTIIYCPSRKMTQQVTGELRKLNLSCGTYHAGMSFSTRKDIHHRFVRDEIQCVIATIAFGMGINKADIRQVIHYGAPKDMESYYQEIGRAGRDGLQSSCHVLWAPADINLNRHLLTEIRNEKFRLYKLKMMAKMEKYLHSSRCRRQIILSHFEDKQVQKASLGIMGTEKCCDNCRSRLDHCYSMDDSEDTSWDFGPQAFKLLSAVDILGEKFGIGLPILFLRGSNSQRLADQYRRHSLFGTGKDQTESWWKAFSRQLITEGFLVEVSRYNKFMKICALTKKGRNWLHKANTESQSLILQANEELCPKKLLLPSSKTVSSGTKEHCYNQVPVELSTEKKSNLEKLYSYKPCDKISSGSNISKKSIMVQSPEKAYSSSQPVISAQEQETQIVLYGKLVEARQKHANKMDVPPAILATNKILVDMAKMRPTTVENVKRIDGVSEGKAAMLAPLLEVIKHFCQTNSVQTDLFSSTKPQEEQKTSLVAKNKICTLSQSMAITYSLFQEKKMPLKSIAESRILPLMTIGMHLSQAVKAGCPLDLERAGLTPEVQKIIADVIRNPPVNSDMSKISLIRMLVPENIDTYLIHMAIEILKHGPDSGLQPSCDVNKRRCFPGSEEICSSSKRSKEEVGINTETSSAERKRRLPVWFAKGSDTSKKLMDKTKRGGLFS
#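 Kinetic red-fluorescence monitoring (525/598 nm) tracks WRN helicase activity after 100 nM fluorophore-quencher forked duplex and 2 mM ATP are added to 20 nM enzyme pretreated 15 min at room temperature with compound.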
# An asterisk follows results filed as active; ? = inconclusive; nt = not tested or not shown; & = joins results of further samples; [ ] = another dose, or the depositor's remark. Unless noted, calls come from the whole dose curve; as a rule, active = well fitted curve in the direction sought with a large enough effect; inconclusive = small, poorly fitted or top-dose-only effect, or another doubt; inactive = no such curve, though single readings can be large; an effect the other way counts as inactive or inconclusive.
# Start of the listing, in advance:
canonical_smiles	HT1080-NT tox	SW480 rerep	KB-3-1 tox	HT1080 IDH1KD tx	IL1B secr inh	ATXN2 expr inh	KB-V1 cytotox	MCF10A rereplic	WRN helicase inh
COc1ccc(CCNC(=O)c2ccc(CS(=O)Cc3ccc(C)cc3)o2)cc1OC (centres undefined)	13%	-21%	-6%	0%	4	2%	-9%	1%	-2%
COc1ccc(CNC(=O)CC(C)CC2=NS(=O)(=O)c3ccccc3N2)cc1 (centres undefined)	-15%	-19%	-4%&-11%	-1%	6	-6%&-6%	?	-1%	-5%

# The list itself, from the start:
canonical_smiles	HT1080-NT tox	SW480 rerep	KB-3-1 tox	HT1080 IDH1KD tx	IL1B secr inh	ATXN2 expr inh	KB-V1 cytotox	MCF10A rereplic	WRN helicase inh
COc1ccc(CCNC(=O)c2ccc(CS(=O)Cc3ccc(C)cc3)o2)cc1OC (centres undefined)	13%	-21%	-6%	0%	4	2%	-9%	1%	-2%
COc1ccc(CNC(=O)CC(C)CC2=NS(=O)(=O)c3ccccc3N2)cc1 (centres undefined)	-15%	-19%	-4%&-11%	-1%	6	-6%&-6%	?	-1%	-5%
CC(C)(C)NC(=O)/C(=C\c1ccc(Br)cc1)NC(=O)c1cccs1	-10%	-2%	3%	-3%	-4	4%	?	-5%	-4%[57.1 µM]
CC(CN(C)Cc1ccccc1)OC(=O)c1ccc(F)cc1 (centres undefined)	0%	10%	5%	0%	-8	-11%	1%	-3%	-22%
c1ccc(C2c3[nH]c4ccccc4c3CCN2Cc2cccn2-c2cccnc2)nc1 (centres undefined)	-3%	10%	?	-13%	47	-13%	-1%	?	13%
c1cncc(CNc2ncnc3sccc23)c1	-8%	13%	-6%	-10%	40	-8%	-9%	-15%	10%
Cc1ccc(NC(=O)CCNS(=O)(=O)c2ccc3[nH]c(=O)oc3c2)cc1C	-4%	23%	-8%	1%	10	nt	-4%	9%	-4%
Cc1ccccc1OCC(=O)OCn1nnc2ccccc2c1=O	9%	-7%	4%	-3%	1	13%	18%	-12%	-10%
C=CCn1c(SCc2ccc(C(=O)O)cc2)nc2sc(C)c(C)c2c1=O	1%	-1%	-1%	1%	7	nt	-21%	-5%	-2%
CCCc1ccc(C(=O)Cn2nc(C(=O)O)c3ccccc3c2=O)cc1	1%	?	-11%	?	28	10%	-13%	17%	?
CNC(=O)c1cc(S(=O)(=O)N(C)C)ccc1Cl	9%	-6%	6%	8%	8	4%	0%	-2%	-8%
O=C(NCc1ccc(Cl)cc1)C1CCCN(c2ncnc3c2nc2n3CCCCC2)C1 (centres undefined)	7%	-8%	-37%	-1%	13	nt	-2%	?	-1%
CCOc1ccc(-c2noc(CCCC(=O)NC3CCCCC3)n2)cc1OC	-4%	-1%	-1%	-15%	25	-7%	?	0%	-2%
CCOC(=O)c1ccc(NC(=O)c2ccc3c(c2)C(=O)N(Cc2cccnc2)C3=O)cc1	11%	-5%	15%	8%	3	-5%	5%	-38%[inhibitor]	-4%
CC1c2cc3c(cc2CCN1C(=O)c1ccc(Br)cc1)OCCCO3 (centres undefined)	?	-3%	-45%	?	-7	nt	?	-3%	0%
CC(C)C(Nc1ncnc2c1oc1ccccc12)C(=O)O (centres undefined)	3%	-4%	-3%	1%	34	11%	0%	0%	-1%
CSc1nc(N2CCN(C)CC2)c2c(c1C#N)CC(C)(C)OC2	-1%	-59%[inhibitor]	4%	-6%	nt	-15%	?	?	4%
CSc1nc2ncncc2[nH]1	12%	-2%	-3%	10%	4	8%	6%	-10%	13%
C=CCn1c(-c2sc(-c3ccccc3)nc2C)n[nH]c1=S	-3%	-6%	-5%	12%	17	-16%	-10%	-2%	7%
CCN(CC)CCCN(C(=O)c1ccc(OC)cc1)c1nc(-c2ccc(OC)cc2)cs1	23µM*	?	?	15µM*	nt	-22%	-5%	?	-1%
CNc1nc(OCC#N)nc(N2CCCCC2)n1	1%	-6%	1%	15%	-10	-7%	1%	-3%	1%
CSc1nnc(C)c(/C=C/Nc2ccc(C)cc2)n1	-21%	-1%	-3%	?	-1	3%	?	?	-28%
COc1ccc(NC(=O)c2ccc(NC(=O)CN3CCN(c4ccccc4O)CC3)cc2)cc1	-14%	nt	24%	-19%	-19	nt	?	nt	-4%
O=C1CCCN1CCCNc1ncnc2c1[nH]c1ccccc12	-7%	2%	5%	-29%	13	-12%	-11%	22%	3%
NS(=O)(=O)c1ccc(N/C=C/C(=O)c2ccc(Br)cc2)cc1	13%	?	3%	0%	-11	5%	-6%	?	-11%
CN1CCN(NC(=O)c2cn(-c3ccccc3)nc2-c2ccc(OC(F)F)cc2)CC1	-10%	-3%	10%	-23%	?	-8%	-10%	16%[9.22 µM]	-3%
Cc1ccc(S(=O)(=O)N2CCOCC2)cc1C(=O)Nc1ccccc1N1CCCC1	4%	13%	18%	1%	-1	-3%	?	9%	9%
COc1ccc(C(=O)Oc2cccc(/C=N/NC(N)=S)c2)cc1	-12%	?	2%	-13%	0	nt	-5%	-3%	-9%
Cc1ccc(OCC(=O)Nc2ccc(S(=O)(=O)Nc3onc(C)c3C)cc2)cc1	-1%	-2%	-3%	0%	0	-4%	0%	11%	-2%
CN1C(=O)/C(=C\c2ccncc2)SC1=Nc1ccccc1	?	-4%	-15%	?	-7	2%	-16%	1%	-9%
O=C(O)C1CCN(C(=O)c2ccccc2Cl)CC1	16%	-4%	-5%	-1%	25	-1%	-6%	-1%	2%
Cc1ccc(N=Cc2cc(Cc3ccccc3Cl)cc([N+](=O)[O-])c2O)c(O)c1	?	1%	7%	-26%	20	?	-4%	21%	28µM*
CC1CCN(c2cc(N(C)CCO)c([N+](=O)[O-])c3nonc23)CC1	5%	-9%	2%	0%	-11	nt	-1%	1%	2%
CCOc1ncccc1C(=O)Nc1cccc(-c2nnc3n2CCCCC3)c1	-2%	-13%[1.84 µM]	2%	-5%	-9	3%	1%	-21%	-8%[57.1 µM]
Cc1ccc(S(=O)(=O)NC(=O)Nc2nccs2)cc1	-1%	-3%	4%	1%	28	nt	7%	-4%	8%
CCc1ccc(NC(=O)CN2C(=O)CC(C)S(=O)(=O)c3ccccc32)cc1 (centres undefined)	0%	2%	5%	5%	0	18%	0%	1%	3%
CCc1cccc(C)c1NC(=O)COC(=O)CNS(=O)(=O)/C=C/c1ccccc1	8%	3%	-11%	11%	23	-1%	-2%	4%	-3%
O=C(NNC(=S)NC(=O)c1ccccc1[N+](=O)[O-])c1ccccc1[N+](=O)[O-]	2%	2%	?	4%	-18	-8%	-20%	7%	-3%
COCCCNC(=O)CC(NS(=O)(=O)c1ccc(OC)cc1)c1ccc(OC)cc1 (centres undefined)	12%	-3%	8%	10%	22	9%	0%	-5%	-13%
O=C1Nc2c(c(=O)[nH]c(=O)n2-c2ccccc2F)C(C(F)(F)F)(C(F)(F)F)N1	2%	-8%	1%	1%	10	0%	-8%	18%	0%
N/C(=N\OC(=O)c1cc(Br)ccc1Cl)c1cccnc1	2%	1%	2%	5%	25	12%	9%	-13%	-3%
CN(C)CCCn1c2c(c(SCC(=O)Nc3ccc4c(c3)OCO4)nc1=O)CCCC2	-10%	-4%	-5%	1%	?	-1%	21%	1%	3%
CC(C)(C)OC(=O)N1CCN(c2ccc(NC(=O)Cn3nnc(-c4ccccc4)n3)cc2)CC1	-16%	-7%	?	-12%	-9	-28%	6%	?	-6%
COC(=O)c1ccc(NC(=O)COC(=O)C2=NN(c3ccccc3)C(=O)CC2)cc1	-1%	0%	-26%	6%	35	7%	0%	?	-5%
COc1ccc(Cc2c(-c3cccc(Br)c3)nc3cc(C)c(Br)c(C)n23)c(C)c1	-10%	nt	-17%	-7%	31	18%	?	nt	1%
COC(=O)c1ccc(NC(=O)CN2CCN(CCO)CC2)cc1	11%	-1%[1.84 µM]	1%	8%	6	1%	0%	-23%	-1%[57.1 µM]
Cc1nc2ccc(NC(=O)NCCCO)cc2s1	7%	-7%	20%	12%	11	31%	0%	-3%	4%
Cc1cccc(CNC(=O)C2CCC(=O)N(CCc3cccc(F)c3)C2)n1 (centres undefined)	19%	?	2%	9%	46	11%	14%	1%	-2%
Cc1nc(C)c(C(=O)NNS(=O)(=O)c2ccccc2)s1	0%	2%	18%	-7%	36	-29%[11.3 µM]	-6%	0%	-27%[57.1 µM]
COCCCNC(=O)c1ccc2nc(Cc3ccc(OC)cc3)oc2c1	2%	-3%	21%&2%	-7%	8	70%[activator]	-3%&0%	1%	-3%
O=S(=O)(c1ccc(=S)[nH]c1)N1CCCCC1	2%	4%	9%	-1%	25	nt	?	6%	-5%
CCc1cc(C(=O)Nc2cc(S(=O)(=O)N(CC)CC)ccc2N2CCN(C)CC2)sc1C	-9%	1%	-7%	-7%	-2	-4%	2%	-7%	-19%
O=C(NN1C(=O)NC2(CCCCC2)C1=O)c1ccc(-c2ccc([N+](=O)[O-])cc2)o1	-2%	-9%	3%	-8%	-7	-21%	25%	-14%	4%
CC(=O)c1cccc(NC(=O)C(OC(=O)c2cccs2)c2ccccc2)c1 (centres undefined)	8%	1%	0%	1%	4	9%	-5%	-3%	-8%
COc1cc(NC(=O)COc2ccc(Cl)cc2)ccc1NC(=O)C(C)C	-2%	30%	16%	-3%	-18	2%	0%	-15%	6%

# Bioassay records deposited in PubChem BioAssay by National Center for Advancing Translational Sciences (NCATS).
